# From PubChem
# EPAC2 agonist: EPAC2 (human) agonism. hit rate 0.079% among 360,000. Q8WZA2. Potency, µM (series often up to 154 µM), inactives show at the top dose activation, most hits filed as activators. EPAC2 activation, biochemical qHTS; response scale: 100% = 6.5 mM cAMP response. AID 720711; further: nearly all actives have a fitted effect of over 50% in size
# Target sequence (Q8WZA2 whole entry, looked up): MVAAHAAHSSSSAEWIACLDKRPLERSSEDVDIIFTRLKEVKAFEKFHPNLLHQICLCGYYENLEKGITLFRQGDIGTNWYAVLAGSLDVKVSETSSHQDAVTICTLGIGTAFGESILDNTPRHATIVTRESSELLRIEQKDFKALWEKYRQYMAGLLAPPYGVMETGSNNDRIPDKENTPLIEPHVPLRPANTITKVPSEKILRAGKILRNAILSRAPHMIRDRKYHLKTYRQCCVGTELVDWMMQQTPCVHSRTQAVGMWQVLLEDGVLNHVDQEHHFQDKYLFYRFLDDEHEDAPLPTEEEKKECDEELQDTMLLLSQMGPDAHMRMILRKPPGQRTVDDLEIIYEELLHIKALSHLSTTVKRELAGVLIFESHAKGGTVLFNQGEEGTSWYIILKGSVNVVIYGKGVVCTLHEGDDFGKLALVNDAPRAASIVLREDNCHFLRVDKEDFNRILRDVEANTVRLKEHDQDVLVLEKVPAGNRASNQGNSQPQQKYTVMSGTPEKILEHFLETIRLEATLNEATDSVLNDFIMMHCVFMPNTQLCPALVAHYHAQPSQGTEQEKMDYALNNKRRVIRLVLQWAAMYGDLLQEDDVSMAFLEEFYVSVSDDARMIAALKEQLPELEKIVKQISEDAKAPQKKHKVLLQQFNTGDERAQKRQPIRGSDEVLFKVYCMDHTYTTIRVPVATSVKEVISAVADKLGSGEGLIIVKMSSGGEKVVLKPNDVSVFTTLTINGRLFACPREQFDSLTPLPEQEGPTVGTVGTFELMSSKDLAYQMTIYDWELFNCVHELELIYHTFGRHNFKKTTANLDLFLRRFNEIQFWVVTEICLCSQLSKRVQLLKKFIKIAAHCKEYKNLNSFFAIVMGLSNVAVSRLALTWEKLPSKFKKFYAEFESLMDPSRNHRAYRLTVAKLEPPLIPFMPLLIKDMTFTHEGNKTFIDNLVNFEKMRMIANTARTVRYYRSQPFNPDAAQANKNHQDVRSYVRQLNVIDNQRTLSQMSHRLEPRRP
#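 Each well held 100 nM EPAC2, 250 nM RAP1B-BODIPY-GDP and 50 uM GDP. Fluorescence, read at 5-min intervals to 30 min, was referenced to a 6.5 mM cAMP positive control.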
# PTHR1 agonist: agonists of human PTHR1 parathyroid hormone receptor. Q03431. Potency, µM (doses to about 115 µM), for the others: at the highest dose activation, usual class: activators. hit rate 0.075% among 410,000. HEK293 GP2 PTHR1 cells, GloSensor cAMP luminescence, 1 h; further: nearly all actives have a fitted effect of over 55% in size; some results filed as inactive show a strong effect at the top dose; inactives centre near -15; many of its hits are not listed in these tables
#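 HEK-293-derived GP2 cells expressing PTHR1 and a GloSensor cAMP reporter, 3,000/well, plated overnight, given luciferin plus IBMX (each 0.5 mM as added) for 1 h at 37 °C, then compound for 1 h at 37 °C. Luminescence was read after 15 min at room temperature.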
# EPAC1 ag: agonists of human EPAC1 | O95398 | EPAC1 agonist qHTS, biochemical assay; response scale: 100% = response to 6.5 mM cAMP | Potency, µM (titrated, usually from 154 µM), inactives show top-dose activation, actives largely listed as activators | hit rate 0.073% among 360,000 | AID 720707; further: nearly all actives have a fitted effect of over 60% in size
#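 EPAC1 100 nM, Rap1B–BODIPY-GDP 250 nM, unlabeled GDP 50 uM; compound titration; 5 min RT; kinetic read ex480/em540 at 5-min intervals ×30 min; data normalized to 6.5 mM cAMP agonist control.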
# FUS suppressor: rescues growth of FUS-expressing yeast; S. cerevisiae FUS-expressing, growth rescue, OD600, 24 h; Potency, µM (titrated, usually from 76.6 µM), for the others: top-dose growth rescue (activation), hits mostly activators; hit rate 0.24% among 390,000; AID 1347120;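 further: plate controls were DMSO vehicle for no effect and reference control for full effect; nearly all actives have a fitted effect of over 55% in size; some results filed as inactive show a strong effect at the top dose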
#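 Restored growth of FUS-toxic S. cerevisiae, read as 600 nm absorbance after 24 h at 30C in galactose medium (starting OD 0.005). Controls CP55940 and DMSO.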
# EPAC2 antagonist: EPAC2 (human) antagonism; EPAC2 GEF exchange of Rap1B-BODIPY-GDP, fluorescence; Potency, µM (doses to about 114 µM), for the others: at the highest dose activity, negative = inhibition, hits mostly inhibitors; hit rate 0.18% among 360,000; further: on the % scale 0 is the no-effect control and ±100 the full control effect; nearly all actives have a fitted effect of over 45% in size; many of its hits are not listed in these tables
# aSyn yeast inh: inhibitors of alpha-synuclein toxicity in yeast | Yeast expressing alpha-synuclein, growth rescue, BacTiter-Glo, 24 h | Potency, µM (titrated, usually from 46.1 µM), for inactives: at the highest dose growth rescue (activation), hits mostly activators | hit rate 0.14% among 370,000 | AID 652106; further: % of control where 0% means no effect; nearly all actives have a fitted effect of over 65% in size
#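 Screening used galactose-induced yeast with toxic alpha-synuclein levels, exposed to compound for 24 hr at 30 deg C. Cell growth, read with BacTiter-Glo luminescence, gave the measured signal.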
# TDP-43 yeast inh: TDP-43 toxicity inhibition in yeast; TDP-43 expressing yeast growth rescue, BacTiter-Glo, 24 h; Potency, µM (series often up to 46.1 µM), for the others: top-dose growth rescue (activation), usual class: activators; hit rate 1.8% among 410,000; further: % of control where 0% means no effect; nearly all actives have a fitted effect of over 50% in size
#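 Yeast cells expressing TDP-43 under galactose induction are exposed to compounds for 24 hr at 30 deg C. BacTiter-Glo luminescence measures growth, so protective compounds score as activators.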
# EPAC1 antag: blocks human EPAC1 exchange factor; O95398; EPAC1 GEF assay, Rap1b-BODIPY-GDP exchange fluorescence; Potency, µM (top dose mostly 115 µM), inactives show at the highest dose activity change, negative = inhibition, usual class: inhibitors; hit rate 0.14% among 360,000; AID 720709;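 further: plate controls were vehicle for no effect and positive control for full effect; nearly all actives have a fitted effect of over 50% in size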
# An asterisk follows results filed as active; i = inactive; ? = inconclusive; nt = not tested or not shown; & = joins results of further samples; [ ] = dose if it differs, or a comment. The call rests on the fitted dose curve; in most records, active means well fitted curve in the direction sought with a large enough effect; inconclusive means small, poorly fitted or top-dose-only effect, or another doubt; inactive means no such curve, though single readings can be large; an effect the other way counts as inactive or inconclusive. Potency means the concentration at half of the fitted maximal effect.
SMILES,EPAC2 agonist,PTHR1 agonist,EPAC1 ag,FUS suppressor,EPAC2 antagonist,aSyn yeast inh,TDP-43 yeast inh,EPAC1 antag
Cc1c(C(=O)N2CCC(C(N)=O)CC2)sc(N)c1C#N,2.9%,i,-0.6%,-6.2%,3.6%,-4.0%,-16.9%,15.9%
Cc1ccc(NC(=O)C2(NC(=O)c3ccccn3)CCCCC2)cc1Br,0.8%,i,9.2%,?,-23.8%,-0.4%,16.9%,-14.5%
Cc1ccc(/C=C/C(=O)Nc2nnc(C)s2)o1,-0.7%,i,-7.5%,nt,-7.7%,1.2%,16.5%,12.7%
OC(c1ccccc1)(c1nc(/C=C/c2ccccc2)cs1)C(F)(F)F (stereo not drawn),-0.2%,-29.2%,-3.4%,19.5%,?,-52.9%[inhibitor],-92.3%[inhibitor],-19.8%
Cc1cc(C)c2nc(NC(=O)C3CC(=O)N(Cc4ccco4)C3)sc2c1 (stereo not drawn),15.5%,-16.9%,-2.4%,36.4%,-14.1%,-18.8%,-14.7%,?
COc1cccc(CN2C(=O)c3ccccc3S2(=O)=O)c1,8.3%,-10.2%,-0.6%,-25.8%,?,?,20.8%,?
O=C(/C=C/c1ccc(Cl)cc1Cl)Nc1ccncc1,-9.2%,-30.3%,-6.1%,nt,11.1%,-1.6%,-5.7%,-1.3%
O=C(NC1CCCCC1)c1cc([N+](=O)[O-])ccc1N1CCCC1,8.0%,i,3.7%,0.2%,-12.7%,-6.5%,6.3%,-2.6%
Cc1noc(C)c1C(=O)Nc1sccc1C(N)=O,-3.3%,-15.8%,-9.2%,1.1%,1.1%,2.8%,13.5%,13.2%
CCC(=O)NCc1cc(-c2nn(C)c(=O)c3ccccc23)ccc1OC,6.6%,-52.8%[inhibitor],3.6%,15.7%&-4.0%,2.1%,1.3%,-0.6%&16.8%,-5.4%
Cc1ccc2nc(N(CCN3CCOCC3)C(=O)CCS(=O)(=O)c3ccccc3)sc2c1,-3.5%,-6.3%,-6.1%,16.1%,-2.2%,5.4%,-3.3%,-15.5%
CCN1CCN(c2ccc(NC(=O)c3ccc(OC)c(S(=O)(=O)N4CCCC4)c3)cc2)CC1,6.5%,-27.4%,6.8%,13.3%,-3.6%,-5.9%,2.3%,7.3%
Cc1cc(-c2ccccc2)n(-c2ccc(C(=O)NC(C)C)cc2)n1,-10.0%,i,-12.2%,-1.2%,9.1%,-6.5%,5.2%,3.3%
CCC(=O)N1CCN(c2ccc(NC(=O)c3ccc(N4CCOCC4)c([N+](=O)[O-])c3)cc2)CC1,-2.7%,-27.9%,-16.8%,12.6%,0.1%,1.6%,-5.0%,-8.0%
CC1Cc2nc(SCC(=O)N3CCOCC3)n(C)c(=O)c2S1 (stereo not drawn),0.8%,-16.6%,-8.6%,26.0%,-2.9%,3.1%,7.7%,-0.1%
Oc1ccccc1C(=S)N1CCCC1,5.5%,i,1.7%,-11.2%,11.8%,-6.3%,14.3%,4.3%
CC(C)(C)C(=O)Cn1ncc(Br)c(Br)c1=O,-3.0%,-37.1%[inhibitor],-4.0%,-16.1%,-4.6%,3.8%,9.5%,-8.6%
CC(NS(=O)(=O)c1ccc(CCC(=O)NCc2cccnc2)cc1)c1ccccc1 (stereo not drawn),5.6%,-10.4%,9.1%,nt,-3.7%,-4.4%,-3.9%,0.4%
CC1(C)CC(=O)C(CO)=C(c2cccc3ccccc23)C1=O,-2.5%,-22.6%,-13.1%,-5.8%,0.6%,2.0%,9.3%,9.1%
CC12CCC(=O)C=C1CCC1C2CCC2(C)C(C(=O)CO)CC(O)C12 (stereo not drawn),0.6%,-6.1%,0.6%,-5.7%,0.3%,-13.4%,11.2%,4.2%

# Single records, as listed above. Values in the order: EPAC2 agonist | PTHR1 agonist | EPAC1 ag | FUS suppressor | EPAC2 antagonist | aSyn yeast inh | TDP-43 yeast inh | EPAC1 antag
# Results for Oc1ccccc1C(=S)N1CCCC1 → 5.5% | i | 1.7% | -11.2% | 11.8% | -6.3% | 14.3% | 4.3%
# Results for CCC(=O)N1CCN(c2ccc(NC(=O)c3ccc(N4CCOCC4)c([N+](=O)[O-])c3)cc2)CC1 → -2.7% | -27.9% | -16.8% | 12.6% | 0.1% | 1.6% | -5.0% | -8.0%
# Results for Cc1ccc(/C=C/C(=O)Nc2nnc(C)s2)o1 → -0.7% | i | -7.5% | nt | -7.7% | 1.2% | 16.5% | 12.7%
# Results for O=C(NC1CCCCC1)c1cc([N+](=O)[O-])ccc1N1CCCC1 → 8.0% | i | 3.7% | 0.2% | -12.7% | -6.5% | 6.3% | -2.6%

# (list continues)
SMILES,EPAC2 agonist,PTHR1 agonist,EPAC1 ag,FUS suppressor,EPAC2 antagonist,aSyn yeast inh,TDP-43 yeast inh,EPAC1 antag
O=C(COC(=O)c1ccco1)Nc1ccccc1,2.6%,i,1.6%,-26.6%,1.8%,4.3%,25.7%,-2.4%
Cc1ccc(NC(=S)NCc2ccc(S(N)(=O)=O)cc2)cc1Cl,13.4%,-21.4%,-0.7%,7.1%,3.0%,-3.1%,10.9%[9.22 µM],0.4%
CC1CCN(S(=O)(=O)c2ccc(NC(=O)CCN3C(=O)C4CC=CCC4C3=O)cc2)CC1 (stereo not drawn),12.6%,-11.0%,3.9%,9.5%,5.3%,-6.4%,3.7%,-3.5%
Cc1nc(S/C(=C/c2ccc(-c3cc(Cl)ccc3C)o2)C(=O)O)n[nH]1,-13.3%,-5.3%,3.5%,17.4%,?,5.6%,7.9%,1.5%
Cc1ccc(S(=O)(=O)CCC(=O)Nc2nccs2)cc1,2.8%,-0.6%[57.5 µM],1.2%,2.3%,0.1%[57.1 µM],-4.3%,-8.2%,11.0%
c1cc2c(cc1CN1CCOCC1)OCO2,0.8%,i,1.5%,-9.2%,-2.0%,-2.9%,-18.8%,4.6%
O=S(=O)(c1cnc[nH]1)N1CCN(C(c2ccc(F)cc2)c2ccc(F)cc2)CC1,1.0%,-21.1%,7.7%,4.4%,-13.5%,1.7%,9.0%,?
CN(Cc1ccccc1)C(=O)COC(=O)Cc1ccc(Cl)cc1,3.1%,i,-0.3%,6.4%,-1.3%,5.9%,9.6%,5.6%
Cc1ccsc1C1C(C#N)=C(N)OC2=C1C(=O)CC(C)(C)C2 (stereo not drawn),2.4%,i,-5.1%,13.2%,6.9%,2.4%,-24.9%,?
CC(C)CCn1c(COc2ccccc2)n[nH]c1=S,-0.2%,-16.6%,-5.8%,-20.1%,0.5%,-1.3%,-8.5%,-18.5%
NC(=O)COC(=O)CCSc1ccc(Cl)cc1,22.9%,23.2%,-2.7%,13.8%,12.7%,2.9%,?,-24.1%
COCCNC(=O)COc1ccc(Br)cc1Cl,6.5%,-29.3%,3.4%,-1.8%,-16.1%,10.7%,0.0%,-0.3%
O=[N+]([O-])c1ccc(Cl)c(S(=O)(=O)Nc2ccc3cn[nH]c3c2)c1,0.7%,-9.5%,4.8%,-11.6%,1.9%,0.6%,-13.9%,8.8%
Cc1cccc(C(=O)Nc2cc(Cl)ccc2-n2cncn2)c1[N+](=O)[O-],4.5%,i,1.2%,14.0%,-6.8%,0.8%,-11.5%,-13.2%
O=C(c1ccc(COc2ccccc2Br)o1)N1N=C(C(F)F)CC1(O)C(F)F (stereo not drawn),-3.9%,-0.4%,-22.2%,nt,4.0%,-4.4%,-7.5%,1.5%
CNC(=O)C12CC3CC(C1)CC(c1ccc(C)cc1)(C3)C2,7.9%,i,-2.7%,18.3%,16.9%,11.6%,26.3%,-25.5%
C#CCN(C[C@@H]1[C@@H](OC(=O)NCc2ccccc2)[C@@H](OC(=O)NCc2ccccc2)Cn2c(=O)n(CCCCCC)c(=O)n21)S(=O)(=O)c1ccc(C)cc1,18.0%,-17.3%,3.1%,27.2%,2.9%,2.8%,26.0%,-0.9%
O=C(NCc1cccc(C(F)(F)F)c1)c1c[nH]c(=O)s1,3.2%,i,-2.1%,16.4%,-16.0%,-2.2%,8.2%,?
Oc1ccc(N=Nc2ccccc2)cc1,0.4%,-10.2%,2.0%,1.3%,-1.0%,-15.4%,17.8µM*,-6.4%
CCC(=O)Nc1c(C(=O)Nc2ccc3c(c2)OCCO3)oc2ccccc12,3.2%,-62.4%[inhibitor],10.5%,34.1%,-2.3%,5.8%,11.2µM*,8.0%

# Three records drawn at random from those above, as already listed:
SMILES,EPAC2 agonist,PTHR1 agonist,EPAC1 ag,FUS suppressor,EPAC2 antagonist,aSyn yeast inh,TDP-43 yeast inh,EPAC1 antag
c1cc2c(cc1CN1CCOCC1)OCO2,0.8%,i,1.5%,-9.2%,-2.0%,-2.9%,-18.8%,4.6%
O=C(NCc1cccc(C(F)(F)F)c1)c1c[nH]c(=O)s1,3.2%,i,-2.1%,16.4%,-16.0%,-2.2%,8.2%,?
COCCNC(=O)COc1ccc(Br)cc1Cl,6.5%,-29.3%,3.4%,-1.8%,-16.1%,10.7%,0.0%,-0.3%

# Looked up above:
# `Cc1cccc(C(=O)Nc2cc(Cl)ccc2-n2cncn2)c1[N+](=O)[O-]` | EPAC2 antagonist: -6.8%
# `O=[N+]([O-])c1ccc(Cl)c(S(=O)(=O)Nc2ccc3cn[nH]c3c2)c1` | aSyn yeast inh: 0.6%
# `O=C(COC(=O)c1ccco1)Nc1ccccc1` | EPAC2 antagonist: 1.8%

# Later entries:
SMILES,EPAC2 agonist,PTHR1 agonist,EPAC1 ag,FUS suppressor,EPAC2 antagonist,aSyn yeast inh,TDP-43 yeast inh,EPAC1 antag
Cc1cc(NC(=O)Nc2cccc([N+](=O)[O-])c2)no1,2.9%,0.0%,10.2%,-35.4%,6.7%,-0.5%,4.7%,-4.1%
Cc1onc(-c2c(Cl)cccc2Cl)c1C(=O)Nn1cnnc1,5.4%,?,-1.8%,3.6%,2.1%,-2.0%,19.2%,-6.2%
Cc1c(C(=O)NCc2ccc(Cl)c(Cl)c2)sc(=O)n1Cc1ccccc1F,8.2%,-10.0%,9.1%,29.5%,3.3%,7.0%,0.9%,-22.7%
NC(=O)NOCc1ncc(C(F)(F)F)cc1Cl,-0.1%,i,-2.0%,-13.3%,9.4%[57.1 µM],0.8%,3.5%,18.4%

# Some of the compounds tested, so the mix of outcomes need not match the whole.
